Compound activity from PubChem.
Imprint erasure – genomic imprint erasure induction | Potency, µM (series often up to 60.7 µM), for the others: at the top dose activity change, positive = activation, usual class: activators | 110,000 compounds, 0.02% hits | mouse ES Peg3-LacZ reporter, beta-gal luminescence, 40 h | AID 1948;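 note: 0% = negative control wells on the plate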
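Gelatin-coated wells received 300 freshly trypsinized female ES cells with a Peg3LacZ-Neo reporter on the maternal allele, then incubated 40 hours at 37C. BetaGlo was added for 5 minutes at room temperature before a single luminescence read.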
p53ts 32C tox – kills p53ts cells at the permissive temperature; H1299-p53A138V at 32C, ATP luminescence viability, 24 h; Potency, µM (titrated, usually from 46.1 µM), for the others: top-dose activity change, negative = cytotoxicity, actives largely listed as cytotoxic; 130,000 compounds, 0.93% hits;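 note: 0% = DMSO and -100% = full killing by reference compound; nearly all actives have a fitted effect of over 55% in size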
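ATP-content luminescence (ATPlite) read-out after 24 h compound exposure at 32C in H1299-p53A138V cells (600/well). Tested up to 46 uM. Normalized to DMSO (0%) and 100 uM tamoxifen (100% killing); Hill-fit AC50.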
p53ts 39C kill – kills p53ts cells at the nonpermissive temperature; Potency, µM (series often up to 46.1 µM), without a hit: at the highest dose activity change, negative = cell killing, actives largely listed as cytotoxic; H1299-p53A138V viability at 39C, ATP luminescence, 24 h; 130,000 compounds, 1.5% hits; note: nearly all actives have a fitted effect of over 55% in size
IkB sig inh – inhibitors of IkB signaling in ABC-DLBCL cells. 110,000 compounds, 0.04% hits. AID 445. ABC-DLBCL IkBa-CBG/CBR dual luciferase ratio, 4 h; response scale: scaled: untreated 0%, proteasome inhibitor 100%. Potency, µM (doses to about 57.1 µM), for the others: at the highest dose IkBa stabilization activation; active = well fitted curve in the direction sought with a large enough effect in the signal ratio, not every such curve was filed as active; inconclusive = small, poorly fitted or top-dose-only effect, or a change in a side signal; the % refers to the signal ratio;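 note: the direction sought is a rising ratio; 0% = basal untreated cells and 100% = reference inhibitor full response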
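Luminescence ratio of IκBα-fused green versus native red beetle luciferase in OCI-Ly3 cells, 4 h post-doxycycline with compound; red signal alone, scaled from basal (0%) to zero light (-100%), flagged nonspecific or cytotoxic effects.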
An asterisk follows results filed as active; u = inconclusive; x = no result given; [ ] = remark or other dose. Unless noted, calls come from the whole dose curve; as a rule, active = well fitted curve in the direction sought with a large enough effect; inconclusive = small, poorly fitted or top-dose-only effect, or another doubt; inactive = no such curve, though single readings can be large; an effect the other way counts as inactive or inconclusive. Unless noted, % is set by controls: 0 for no effect and ±100 for the full control effect; potency is the fitted concentration of half-maximal effect.

Start of the listing, in advance:
Structure | p53ts 32C tox | p53ts 39C kill | Imprint erasure | IkB sig inh
CN(C)CCNC(=O)c1cc2ccccc2oc1=O | 5% | 20% | 9% | -0.6%
Cc1ccccc1N(C)C(=O)c1noc2c1COc1ccccc1-2 | 5% | -23% | -4%[10.9 µM] | -0.3%
Fc1ccc([C@@H]2CCNC[C@H]2COc2ccc3c(c2)OCO3)cc1 | u | 13µM* | -31%[inhibitor] | x
O=C(CCn1cnnn1)Nc1cc(C(F)(F)F)cc(C(F)(F)F)c1 | 18% | -5% | -12%[10.9 µM] | -0.6%

Results, from the start:
Structure | p53ts 32C tox | p53ts 39C kill | Imprint erasure | IkB sig inh
CN(C)CCNC(=O)c1cc2ccccc2oc1=O | 5% | 20% | 9% | -0.6%
Cc1ccccc1N(C)C(=O)c1noc2c1COc1ccccc1-2 | 5% | -23% | -4%[10.9 µM] | -0.3%
Fc1ccc([C@@H]2CCNC[C@H]2COc2ccc3c(c2)OCO3)cc1 | u | 13µM* | -31%[inhibitor] | x
O=C(CCn1cnnn1)Nc1cc(C(F)(F)F)cc(C(F)(F)F)c1 | 18% | -5% | -12%[10.9 µM] | -0.6%
CCOc1ccc(CNC(=O)Cn2cc3c(n2)-c2c(oc(C(=O)N4CCCC4)c2C)CC3)cc1 | 0% | 4% | -18%[10.9 µM] | u
COc1ccc(OC)c(Nc2ncnc3c2cnn3-c2ccccc2)c1 | -6% | -8% | -1% | 0.2%
COc1ccc(-c2nnc(SCCc3ccccc3)n2N)cc1 | -7% | 10% | -3% | -2.9%
COc1cc(/C=C/c2nc3cc(Cl)ccc3c(=O)n2-c2cccc(C(F)(F)F)c2)cc(OC)c1OC | 0% | -28% | -11%[10.9 µM] | 0.4%
CCN(CCNC(=O)CN1CCN(Cc2ccc(Cl)cc2)C1=O)c1ccccc1 | 1% | -7% | -5% | u
CCCCC(=O)NC(=S)NNC(=O)CC | 5% | 26% | x | x
COc1ccc(CNC(=O)c2ccc(CNS(=O)(=O)c3ccc(OC)cc3)cc2)cc1 | 1% | 4% | -12%[10.9 µM] | u
COc1ccc2nc(NC(=O)C3CCCN(S(=O)(=O)c4c(C)noc4C)C3)sc2c1 (centres undefined) | 8% | -10% | -20% | 0.3%
COc1ccc(C)cc1S(=O)(=O)N(C)CC(=O)NC1CCCCC1 | 4% | 24% | -5% | -0.1%
Cc1cc(Nc2ccc(F)c(Cl)c2)n2ncnc2n1 | 8% | -12% | -8% | 3.3%
Nc1nc(Cl)nc2c1ncn2[C@@H]1O[C@H](CO)[C@@H](O)[C@H]1O | 20µM* | u | -2% | x
O=C(c1cccc(C(=O)N2CCN(c3ccccc3F)CC2)c1)N1CCN(c2ccccc2F)CC1 | -14% | -3% | -9% | u
CC(Sc1nnc(-c2ccccc2Br)n1-c1cccc(C(F)(F)F)c1)C(N)=O (centres undefined) | 1% | -3% | x | x
COc1ccc(CCNC(=O)CC2Nc3ccccc3NC2=O)cc1OC (centres undefined) | -1% | -3% | -6% | -1.1%
Cc1ccccc1NC(=O)CSC1=Nc2ccccc2C2=NC(CCC(=O)NCc3ccccc3)C(=O)N12 (centres undefined) | 11% | -7% | -5%[10.9 µM] | 3.3%
CN(C)Cc1ccc(C(C)(C)C)cc1-c1cc(C(C)(C)C)ccc1CN(C)C | 8%[9.22 µM] | 14%[9.22 µM] | 5%[10.9 µM] | 2.2%[11.4 µM]
COc1ccc(S(=O)(=O)Nc2cc(C)ccc2OC)cc1C | 12% | 9% | -14% | 2.4%
COc1ccccc1CN1CCN(C2CCN(C(=O)NC(C)C)CC2)C(=O)C1=O | -5% | -4% | -5%[10.9 µM] | 1.2%
CN(C)S(=O)(=O)c1cccc(C(=O)NCC2CCCO2)c1 (centres undefined) | -7% | 16% | 6% | 2.7%
O=S(=O)(NCC(c1ccco1)N1CCN(c2ccccc2)CC1)c1ccccc1 (centres undefined) | 4% | 6% | -11%[10.9 µM] | 0.4%
COc1ccc2oc(=O)c(-c3nc(-c4cc(OC)c(OC)c(OC)c4)no3)cc2c1 | 8% | -16% | -9%[10.9 µM] | -1.4%
Cc1ccccc1C(=O)Nc1nnc(S(=O)(=O)N2CCCc3ccccc32)s1 | -1% | -23% | -22%[10.9 µM] | 0.2%
COCCOC(=O)C1=C(C)NC2=C(C(=O)CCC2)C1c1cc2c(cc1Br)OCO2 (centres undefined) | 11% | 6% | 1% | -1.4%
CCOC(=O)c1cc2sc(C)cc2n1CC(=O)N1CCN(C(=O)c2ccco2)CC1 | -1% | 4% | -11% | 3.7%
CCCCNC(=O)Nc1ccccc1C(=O)NCc1ccco1 | 1% | 2% | -10% | 2.8%
COc1ccc(-n2c(=O)cnc3cnc(N(C)C)nc32)cc1 | 4% | -8% | u | 2.3%[11.4 µM]
Cc1cccc(OCCCC(=O)Nc2ccc(S(=O)(=O)Nc3onc(C)c3C)cc2)c1 | -10% | 8% | -19% | u
Cc1nc(CN2CCCC2=NC#N)n(-c2ccccc2)n1 | 1% | 4% | -5% | 0.2%
C[C@@H](C(=O)Nc1ccc2ccccc2c1)[C@H]1C[C@]1(C)[C@H](NP(=O)(c1ccccc1)c1ccccc1)c1ccccc1 | -2% | u | -15% | x
Cc1ccc2c(C)c(C(=O)N(Cc3ccc(Cl)cc3)C3CCS(=O)(=O)C3)oc2c1 (centres undefined) | 21% | -15% | -2%[10.9 µM] | u
COc1ccc(C)cc1NC(=O)C(CCSC)NS(=O)(=O)c1ccc2c(c1)oc(=O)n2C (centres undefined) | 3% | -3% | -8%[10.9 µM] | 0.5%
COc1cc2c(cc1OC)C(C(=O)NCc1cccnc1)C(c1cccnc1)N(C)C2=O (centres undefined) | -12% | 14% | 27% | 1.2%
Cc1nnc(NC(=O)Cc2cccs2)s1 | 1% | 11% | -1% | -0.7%
Cc1ccc(-n2c(=O)cc(NCc3cccnc3)[nH]c2=O)cc1 | 15% | -3% | 1% | -0.2%
O=C(OCC(=O)c1ccc(S(=O)(=O)N2CCCC2)cc1)C1=COCCO1 | 4% | 6% | 5% | 0.6%
FC(F)Oc1ccccc1NC(=S)NCc1ccco1 | 2% | -6% | x | x
CCOC(=O)c1c(C)oc2c1c(C=NCC1CCCO1)c(O)c1ccccc12 (centres undefined) | 5% | -9% | -11% | 0.2%
CC(Oc1ccccc1F)C(=O)Nc1ccc2ccccc2c1 (centres undefined) | u | -8% | x | x
CCCCOC(=O)C(C)Oc1ccc(=O)n(-c2ccccc2)n1 (centres undefined) | -2% | -12% | -10% | 0.4%
Cc1ccc(C)c(N2CCN(S(=O)(=O)c3ccc(C4CCCCC4)cc3)CC2)c1 | -6% | 7% | -9%[10.9 µM] | -1.7%
CCC1=Nc2cc(C(=O)N3CCC(C)CC3)ccc2Sc2ccc(C)cc21 | 30%[activator] | -22% | -8%[10.9 µM] | u
OCCCc1nc2ccccc2n1CCc1ccccc1 | -1% | -9% | x | x
N#Cc1c(-c2ccccc2)cc(-c2ccco2)c(C#N)c1N | -8% | -7% | -13% | 11%
COCC#Cc1ccc(C2C(C)CCC3C(=O)N4C(CCC(C)C4c4ccc(C#CCOC)cc4)C(=O)N32)cc1 (centres undefined) | 5%[9.22 µM] | 8%[9.22 µM] | x | x
CCOC(=O)CCCNC(=O)COc1ccccc1C#N | 9% | -3% | 24% | 0.6%
O=C(OCc1ccc2c(c1)OCO2)c1ccc(S(=O)(=O)N2CCCC2)cc1 | 9% | 6% | 8% | 5.8%
O=C(Nc1cnccn1)c1cccs1 | 0% | 8% | x | x
COC(=O)C/C=C/C(C)C(OCc1cccc(-c2ccccc2)c1)C1CCCCC1 (centres undefined) | 2%[9.22 µM] | 5%[9.22 µM] | x | x
CC(C)Cn1c(=O)c2sccc2n2c(CCCC(=O)N3CCN(c4ccc(F)cc4)CC3)nnc12 | 0% | 22% | u | -1.1%
COc1ccc(-c2nc3scc(CCNS(=O)(=O)c4ccc(NC(C)=O)cc4)n3n2)cc1 | -1% | u | -8%[10.9 µM] | -1.3%
O=S(=O)(Nc1ccc(N2CCOCC2)nn1)c1ccccc1 | -2% | 1% | -1% | 1.2%
Cc1nc(SCCC(=O)O)c2ccccc2n1 | 2% | 1% | x | x
COc1ccc(CCNC(=O)c2cc3c(=O)[nH]c4ccc(C)cc4c3s2)cc1OC | 4% | 7% | -2%[10.9 µM] | -0.1%
COC(=O)c1ccc(NC(=O)CC2C(=O)N(c3cccc(OC)c3)C(=O)N2Cc2ccco2)cc1 (centres undefined) | 1% | -22% | -8%[10.9 µM] | 2.7%
CCOc1ccc(NC(=O)C2CCN(S(=O)(=O)c3c(C)noc3/C=C/c3cccs3)CC2)cc1 | -15% | u | -12%[10.9 µM] | -1.5%
CN(C)c1ccc(CNC(=O)Cn2c(=O)oc3cc(S(=O)(=O)NCc4ccccc4)ccc32)cc1 | 11% | -19% | -19%[10.9 µM] | 3.3%

Next entries follow:
Structure | p53ts 32C tox | p53ts 39C kill | Imprint erasure | IkB sig inh
COc1ccc(-c2nc(SCC(=O)NCc3ccccc3Cl)n[nH]2)cc1 | -6% | -17% | -8%[10.9 µM] | 1.5%
COc1ccc(-n2c(C)cc(C(=O)CSc3nn4c(=O)c(C(C)(C)C)nnc4s3)c2C)cc1 | 2% | -14% | -17% | 0.9%
Cc1ccc(-c2nc3nc(C)cc(N4CCN(c5cc(Cl)ccc5C)CC4)n3n2)cc1 | -2% | -8% | 12%[10.9 µM] | 4.8%
CCCc1noc(-c2ccc(-c3ccccc3)cc2)n1 | -30% | -18% | -19% | -2.1%
CCCCCC1=C2CNC(C)(C(=O)OC)C=C2C(C)C1=O (centres undefined) | 3% | 1% | -10% | x
CCn1c(Cc2ccccc2)nnc1SCC(=O)Nc1nc2ccccc2s1 | 0% | 6% | 6% | 2.6%
Cc1cc(C)nc(N2CCC(C(=O)NCC3CCCCC3)CC2)n1 | 14% | 1% | 2% | 0.4%
CC(C)(C)OC(=O)N1CCC(c2c(C(=O)NCc3ccccc3)cnn2-c2ccccc2)CC1 | 14% | -5% | -5%[10.9 µM] | u
COC(=O)C(C)Sc1ccc2nnc(-c3cccc(F)c3)n2n1 (centres undefined) | -5% | 8% | 3% | -5.4%
c1ccc(-c2cnn3nnnc3n2)cc1 | 2% | 10% | -2% | 9.4%
COc1ccc(NC(=O)CC2C(=O)N(c3ccc(C)cc3)C(=O)N2Cc2ccc3c(c2)OCO3)cc1 (centres undefined) | -3% | 31%[activator] | -2%[10.9 µM] | u
Cc1cc(C)c2oc(-c3cccc(NC(=O)c4cccc(F)c4)c3C)nc2c1 | -12% | -9% | -6%[10.9 µM] | 0.5%
CCCC(=O)NCCc1cc2c(C)ccc(C)c2[nH]c1=O | -2% | 17% | -12% | 1.4%
CN(C)CC(C)(C)CN1c2ccccc2Sc2ccccc21 | 1%[9.22 µM] | 4%[9.22 µM] | -18%[10.9 µM] | 0.8%[11.4 µM]
COc1ccc(NC(=O)Cn2nc(-c3ccccc3)c3cnc4ccc(C)cc4c32)cc1 | -3% | -20% | -5%[10.9 µM] | -4.0%
Cc1ccc(C)c(-n2c(N)c(C(N)=O)sc2=S)c1 | -3% | 0% | -6% | -1.2%
CCn1cc(CNC(=O)C2C3CCC(C3)C2C(=O)O)cn1 (centres undefined) | 0% | -9% | -3% | -0.9%
COc1ccccc1CNC(=O)Cn1c(=O)oc2cc(S(=O)(=O)NCc3ccccc3)ccc21 | 13% | -2% | -18%[10.9 µM] | u
Cc1ccc(NC(=O)CN2C(=O)N/C(=C/c3ccc(C)s3)C2=O)cc1 | -6% | 6% | x | x
Cc1ccc2cc(CN(CCN3CCOCC3)Cc3nnnn3Cc3ccco3)c(=O)[nH]c2c1C | -13% | -4% | -9% | -0.3%
Cc1nnc(SCc2nnc(-c3ccccc3Br)o2)n1-c1ccccc1 | 4% | -14% | -13% | 0.8%
Cc1cccc(OCCNC(=O)c2ncn[nH]2)c1 | -7% | 1% | -15% | -0.2%
COc1ccc(-c2noc(CCC(=O)N(C)c3cccc(C)c3)n2)cc1 | 0% | -18% | -11% | 0.6%
CCC(NC(=O)C1CCC1)c1ccc(C)cc1 (centres undefined) | -13% | 15% | x | x
CC(=O)Oc1ccc2c(c1)CCC1C2CC[C@]2(C)C(=O)CCC12 (some centres undefined) | -2% | -24% | -8% | x
